# RAD54 inh: RAD54 (human) branch migration inhibition; Q92698; RAD54 Holliday junction branch migration, FAM/BHQ fluorescence; inhibition, % at 10.4 µM; actives 0.14% (n = 360,000);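 active = mean normalized replicate activity at least 40 and at least half of replicates scoring 40 or more; inconclusive = only one of the two criteria met; inactive = mean below 40 and under half of replicates reaching 40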;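 note: 0% = median of neutral control wells and 100% = median of positive control wells; inhibitors cause a drop in the FAM fluorescence signal; in these data hits start at about 50%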
# FN deposition inh: fibronectin deposition inhibition. actives 0.086% (n = 350,000). inhibition, % at 12.6 µM. AH1F fibroblasts, Alexa488-fibronectin deposition fluorescence, overnight;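 active = mean inhibition across replicates of 30% or more, regardless of how many single replicates reach that level; inconclusive = mean under 30% yet at least half of replicates reach 30%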;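 note: positive control wells lacked labelled fibronectin entirely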
#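 test system = AH1F fibroblasts assembling fluorescent fibronectin matrix | quantity = 10000 AH1F cells per well | buffer or medium = DMEM plus 2% serum, read in PBS | doses = single dose, pinned | incubation = 1 h cell attachment, overnight exposure to compound and label | detection = fluorescence at 485 nm excitation, 525 nm emission | read-out basis = inhibition from reduced deposited-fibronectin fluorescence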
# S100A4 MyoIIA: S100A4-myosin IIA interaction inhibition. inhibition, % at 10.7 µM. P26447. S100A4/TAMRA-MyoIIA peptide fluorescence polarization. actives 0.14% (n = 360,000). AID 652163;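 active = mean inhibition of at least 70% across replicates, with every replicate also reaching that level; inconclusive = mean inhibition reaches 70% but some replicates fall short; inactive = mean inhibition below 70%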
# Target sequence (P26447 whole entry, looked up): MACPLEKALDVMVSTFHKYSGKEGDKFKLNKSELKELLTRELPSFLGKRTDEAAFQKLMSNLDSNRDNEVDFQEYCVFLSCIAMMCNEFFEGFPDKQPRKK
#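 assay system = human S100A4 monomer with TAMRA-labelled myosin IIA peptide | also added = labelled myosin peptide probe, 5 nM | incubation = 5 min between mix addition and reading | control set = DMSO and TFP controls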
# EWS-Fli inh: inhibitors of EWS/Fli oncoprotein transcriptional activity; inhibition, % at 12.6 µM; actives 0.67% (n = 350,000); A673 NR0B1-luciferase reporter, viability-normalised;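 active = mean inhibition of at least 50% after viability correction, with every replicate also passing that limit; inconclusive = mean reaches 50% but only one of two replicates passes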;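 note: firefly luciferase signal divided by Alamar Blue viability fluorescence both relative to DMSO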
# XiGFP reactiv: X-chromosome reactivation activator; XiGFP mouse fibroblasts, % GFP-positive cells imaging, 3 d; cells co-treated with 5-aza-dC sensitizer; scaled so ellipticine positive control = 100%; activation, % at 7.58 µM; actives 0.055% (n = 360,000);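 active = mean normalized replicate activation at least 10% and every replicate at or above 10%; inconclusive = only one of the two criteria met; inactive = mean below 10% and not all replicates reach 10%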;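 note: 0% = median of on-plate neutral control wells and 100% = ellipticine 6 µM median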
#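 Material: XiGFP fibroblasts, SV40-immortalized. Buffer or medium: DMEM plus 5-aza-dC sensitizer. Compound: single concentration per compound, delivered by pin transfer. Times: 3 days compound exposure. Controls: ellipticine 6 µM.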
# E-sel inducer: induces E-selectin expression in human endothelial cells; actives 0.37% (n = 260,000); AID 686992; HUVEC E-selectin immunofluorescence imaging; normalized: neutral wells 0, TNF-alpha wells 100; activation, % at 7.58 µM; P16581;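 active = mean E-selectin-positive cell signal at least 10% of the positive control, reached in at least 60% of replicates, without over 20% cell loss; inconclusive = no rule given, readout overlaps actives, possibly toxicity-flagged; inactive = the rest, including those meeting only one limit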;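 note: in these data hits start at about 27%; measured in HUVEC primary endothelial cells; signal is the percent of cells scored E-selectin positive by PE staining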
# Target sequence (P16581 whole entry, looked up): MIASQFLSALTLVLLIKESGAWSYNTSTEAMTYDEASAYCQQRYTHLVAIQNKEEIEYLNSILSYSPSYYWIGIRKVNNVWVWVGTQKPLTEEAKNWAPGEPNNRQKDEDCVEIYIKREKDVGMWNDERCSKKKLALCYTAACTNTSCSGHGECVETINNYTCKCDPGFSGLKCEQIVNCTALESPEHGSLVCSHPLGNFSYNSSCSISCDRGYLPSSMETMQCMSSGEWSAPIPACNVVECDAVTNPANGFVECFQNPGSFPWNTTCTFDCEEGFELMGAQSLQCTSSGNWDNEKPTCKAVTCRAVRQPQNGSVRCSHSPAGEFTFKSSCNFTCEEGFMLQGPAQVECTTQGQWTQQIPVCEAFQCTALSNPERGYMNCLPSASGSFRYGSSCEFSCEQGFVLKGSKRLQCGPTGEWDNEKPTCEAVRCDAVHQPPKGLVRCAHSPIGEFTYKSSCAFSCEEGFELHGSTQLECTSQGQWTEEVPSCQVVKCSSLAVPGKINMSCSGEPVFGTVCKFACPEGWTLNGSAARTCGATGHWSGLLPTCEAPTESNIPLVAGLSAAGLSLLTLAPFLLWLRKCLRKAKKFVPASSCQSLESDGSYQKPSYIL
#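 material = human umbilical vein endothelial cells (HUVEC), E-selectin induction | quantity = 3,000 cells/well | medium = EGM-2 growth medium on 0.1% gelatin-coated wells | technique = immunofluorescence imaging | read-out basis = % PE-positive cells | control set = TNF-alpha positive control, DMSO neutral control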
# esBAF inh: blocks esBAF chromatin remodeling in mouse ES cells. Bmi1-luciferase knock-in reporter, 24 h; 100% = twice the neutral-well signal. reporter increase, % at 12.5 µM. actives 2% (n = 350,000); in the data active = activation above about 40%; inconclusive = no clear call, values can overlap the other calls;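 note: 0% = median of the plate's neutral control wells and 100% = double that signal; a rise in the Bmi1 reporter signal indicates esBAF inhibition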
# RAD52 anneal inh: RAD52 (human) annealing inhibition; recombinant RAD52 DNA annealing, FRET fluorescence; inhibition, % at 18.7 µM; actives 0.46% (n = 360,000); AID 651710;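 active = every replicate showing at least 50% inhibition; inconclusive = mean inhibition at least 50% but not in every replicate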
# * hit, by the source's call; ? = inconclusive; · = not tested or not shown.
SMILES,RAD54 inh,FN deposition inh,S100A4 MyoIIA,EWS-Fli inh,XiGFP reactiv,E-sel inducer,esBAF inh,RAD52 anneal inh
O=C(C[C@@H]1CC[C@@H]2[C@H](COC[C@H](O)CN2Cc2nccs2)O1)NCc1ccc(Cl)cc1,-3.3,-6.8,13.4,3.1,0.1,0.2,-0.3,0.3
CCN(Cc1ccncc1)C(=O)c1ccc(C)o1,-2.7,·,4.2,8.1,0.3,-0.6,·,-22.9
COc1ccccc1NC(=O)Nc1nc(C(N)CCc2ccccc2)cs1 (stereo not given),5.0,-9.8,-2.9,5.3,0.0,-0.2,-11.4,-33.6
O=C(NC1CCCCC1)C(c1ccnc2ccccc12)n1c(=O)c(-c2ccccc2)nc2ccccc21 (stereo not given),·,-2.0,-1.8,10.9,0.4,1.2,·,-9.7
O=C(NCC(c1ccco1)N1CCCCC1)c1cc2c(s1)CCCC2 (stereo not given),2.1,-8.9,-5.1,-10.4,-0.1,-0.2,6.1,-13.3
COc1cc2c(c(OC)c1OC)-c1ccc(OC)c(=O)cc1C(NC(C)=O)CC2 (stereo not given),-3.0,·,-3.6,63.5*,0.9,·,-12.0,9.0
Cc1cc(C)cc(NC(=O)N2CCN(Cc3ccc4c(c3)OCO4)CC2)c1,·,-4.8,2.1,6.2,-0.1,0.2,-1.0,-5.2
CCCC#Cc1ccc([C@@H]2[C@H](CO)N3CCCCN(S(=O)(=O)c4ccccc4F)C[C@@H]23)cc1,6.8,·,4.0,36.8,0.0,-0.6,1.3,-3.7
C[C@@H]1CN([C@H](C)CO)C(=O)c2cc(C#CCN(C)C)cnc2O[C@@H]1CN(C)C(=O)NC1CCCCC1,-6.1,-1.6,-9.3,-0.7,0.0,0.1,-1.9,6.8
CCOC(=O)CN1CC23C=CC(O2)C(C(=O)Nc2cc(OC)ccc2OC)C3C1=O (stereo not given),5.4,2.4,1.3,-4.0,0.2,-0.1,-6.1,-9.2
COc1ccc(N2CC(C(=O)N3CCN(c4ccccc4OC)CC3)CC2=O)cc1 (stereo not given),-12.6,-0.1,0.2,6.4,0.5,0.0,-5.2,-10.4
C[C@@H]1CN([C@H](C)CO)C(=O)Cc2cc(NC(=O)NC3CCCCC3)ccc2O[C@@H]1CN(C)Cc1ccc(-c2ccccc2)cc1,2.8,·,21.4,6.0,-0.4,1.7,-0.7,8.0
C[C@@H]1CN([C@@H](C)CO)C(=O)c2cccc(NS(C)(=O)=O)c2O[C@@H]1CN(C)C(=O)Nc1ccc(C(F)(F)F)cc1,1.7,·,5.1,-5.1,-0.5,·,-0.5,-8.4
CN1CCN(S(=O)(=O)c2ccc(CNC(=O)c3ccccc3)s2)CC1,8.3,-5.1,-1.1,10.1,-0.1,8.1,-1.7,-5.0
CO[C@@H]1CN(C)C(=O)c2cc(NS(=O)(=O)c3cn(C)cn3)ccc2OC[C@@H](C)N(CC2CC2)C[C@@H]1C,-6.2,-7.9,-22.0,-3.4,-0.2,-0.1,-2.9,9.3
CC(NC(=O)C1CCC(C)(C(=O)O)C1(C)C)c1ccccc1 (stereo not given),-12.1,8.4,-0.9,2.0,0.3,·,-7.9,-6.2
Cc1ccc2[nH]c3c(NCc4ccccc4)ncnc3c2c1,·,9.1,-0.3,-0.4,0.0,0.0,·,-11.6
CCOc1ccc(C(=O)NCC2(c3ccccc3)CCOCC2)cc1,8.0,-3.6,-2.3,-5.9,0.0,-0.2,-9.1,-2.5
O=C(Nc1ccccc1F)N[C@@H]1C=C[C@@H](CC(=O)N2CCCCC2)O[C@H]1CO,6.3,3.5,-18.2,4.0,0.2,1.3,-4.3,-1.1
CCCc1cc(=O)[nH]c(SCC(=O)c2c[nH]c3ccccc23)n1,-2.7,-5.6,-9.8,13.9,0.0,·,-1.3,-31.5
COC(=O)C1=C(C)N(C(C)c2ccccc2)C(=O)C1 (stereo not given),-5.5,-5.0,-2.2,10.3,0.0,·,-9.8,-24.7
CCc1cccc(NC(=O)CSc2nnc(Cc3ccc(OC)cc3)c(=O)[nH]2)c1,·,3.9,-0.8,22.5,0.0,-0.1,·,-7.4
CC(C)(C)OC(=O)N1CCC(C(=O)Nc2ccc(C(=O)NC3CC3)cc2)CC1,1.9,6.2,4.4,-6.9,0.0,-0.1,-2.6,-12.0
O=C(CCSc1ccccc1)OCn1nnc2ccccc2c1=O,·,4.8,-7.9,-14.1,0.0,·,·,-17.9
CC(C)NS(=O)(=O)c1ccc(NCCCn2ccnc2)c([N+](=O)[O-])c1,0.5,7.7,-0.3,4.9,-0.1,·,-2.5,5.6
N#Cc1cnc(SCC(=O)N2CCCCC2)nc1N,8.4,1.7,1.7,0.8,0.2,0.0,2.5,-4.0
Cc1cccc(NC(=O)C2CCCCN2S(=O)(=O)c2ccccc2)c1C (stereo not given),-18.8,-3.9,-0.1,5.0,0.3,-0.1,3.1,-7.4
CCOc1ccc(CCNC(=O)c2ccc(=O)[nH]c2)cc1OCC,-9.3,-6.2,-0.5,·,-0.1,0.0,·,6.4
CCc1ccc(C(=O)NNC(=O)CN2C(=O)NC(CC)(c3ccccc3)C2=O)cc1 (stereo not given),17.8,-0.2,-6.9,-8.6,0.0,0.1,11.3,-17.9
NS(=O)(=O)c1cccc(NC(=O)C(Cc2ccccc2)NC(=O)c2ccccc2)c1 (stereo not given),-8.6,-4.8,-0.5,0.9,0.3,·,1.2,-16.7
CC(C)S(=O)(=O)c1csc(C(=O)NN)c1-n1cccc1,·,-5.4,-6.4,3.1,0.0,1.3,3.7,-1.2
CC[N+](C)(C)CC/C=C1/c2ccccc2Sc2ccc(Cl)cc21,5.7,8.4,-9.9,1.9,-0.1,·,·,-10.8
O=C(CN1C(=O)c2ccccc2S1(=O)=O)NCc1ccc2c(c1)OCO2,0.0,·,0.6,1.1,·,·,-0.5,-16.7
CCOc1cc(C(=S)N2CCOCC2)ccc1OS(=O)(=O)c1ccc(Br)cc1,-19.3,0.4,-2.5,7.2,0.2,0.3,-2.5,-11.9
CO[C@H]1CN(C)C(=O)c2cc(NS(C)(=O)=O)ccc2OC[C@H](C)N(Cc2ccccn2)C[C@H]1C,·,6.7,·,-0.5,0.0,0.1,-2.8,·
CCOc1cc(/C=N/NC(=O)C2CC2)ccc1OC(C)C,0.7,7.7,-3.2,0.4,0.1,·,-3.6,-12.9
Cc1ccc(S(=O)(=O)Nc2cccc3c2O[C@@H](CN(C)S(=O)(=O)c2ccc(F)cc2)[C@@H](C)CN([C@H](C)CO)C3=O)cc1,-3.0,·,·,2.3,-1.2,-0.5,2.6,·
C[C@H]1CN([C@@H](C)CO)C(=O)c2cccc(NC(=O)C3CC3)c2O[C@@H]1CN(C)Cc1ccc(C(=O)Nc2ccccc2N)cc1,5.1,·,-10.2,35.1,0.2,1.2,-23.1,16.2
CCOC(=O)C1=C(N)OC2=C(C(=O)CCC2)C1c1ccc(C)s1 (stereo not given),-2.8,-7.5,-5.5,·,·,·,8.3,-6.4
CNS(=O)(=O)c1ccc(CNC[C@H]2O[C@@H](n3cc(C)c(=O)[nH]c3=O)C[C@@H]2O)cc1,-0.1,·,-1.2,-16.3,0.5,0.7,-3.8,-1.4
CCC(=O)Nc1ccc2c(c1)C(=O)N(C)C[C@H](OC)[C@H](C)CN(CCC(F)(F)F)[C@@H](C)CO2,-5.2,0.8,3.8,-0.7,0.2,-0.2,0.5,-4.6
O=C(NCc1ccccc1)C(c1cccc2ccccc12)n1c(=O)c(-c2ccco2)nc2ccccc21 (stereo not given),·,0.5,?,7.5,0.0,-0.1,·,-44.6
NS(=O)(=O)c1ccc(NC(=O)CN2CCc3ccccc32)cc1,5.1,-1.2,-8.3,6.3,0.0,·,·,-14.2
O=C(Nc1cccc2c1CCCC2)c1ccccc1Cl,0.4,1.0,6.3,-12.1,-0.1,·,8.1,-19.3
COc1ccc(NC(=O)Nc2ccc3c(c2)[C@@H]2C[C@H](CC(=O)N(C)C)O[C@H](CO)[C@@H]2O3)cc1,-8.9,-1.6,7.3,0.0,0.2,-0.2,-1.0,-10.8
COC(=O)[C@]12CCCCC=C1N(Cc1ccc3c(c1)OCO3)C(=O)[C@H](CC(=O)N1CCOCC1)C2,·,-5.6,3.4,0.6,0.3,-0.2,·,-15.3
O=C(Nc1cccc2cccnc12)c1cccnc1,11.2,·,2.0,-8.3,·,·,12.8,-1.6
CCc1ccc(NC(=O)CSc2nc3ccsc3c(=O)n2CCC(=O)O)cc1,-2.7,-0.5,0.5,2.6,0.0,-0.6,0.4,-6.3
Cc1ccc2nc(C)c3c(c2c1)N(c1ccccc1)CC3,31.3,-2.1,-6.0,11.0,0.0,0.3,·,35.5
O=c1c2cc(F)ccc2[nH]c(=S)n1Cc1ccc(F)cc1,0.9,-4.1,-11.7,7.6,0.0,0.1,-1.4,-21.7
CC(=O)Nc1ccc(CC#N)cc1,5.8,-4.6,-11.7,12.0,0.0,-0.4,-3.3,-1.3
O=C(O)c1csc(Cc2ccccc2)n1,-10.7,·,-0.6,3.8,0.0,·,-14.8,-16.6
COc1ccc(NC(=O)c2ocnc2C)cc1OC,1.2,·,-6.6,-4.0,·,·,3.0,-15.6
Cc1ccc(-n2nc3c(c2NC(=O)c2cccs2)CS(=O)(=O)C3)cc1,-12.5,0.3,-2.2,3.2,0.0,·,-1.1,-13.0
O=C(CSc1nc2ccccc2nc1N1CCCC1)Nc1ccc(Cl)cc1,2.5,1.6,22.3,-8.6,-0.4,·,4.8,-10.7
COc1ccc(CCN2C(=O)CCC2(C)C(=O)NC2CCCC2)cc1OC (stereo not given),1.2,-0.3,-2.9,2.4,0.3,0.1,-5.8,0.3
CC(C)NC(=O)Nc1cccc(Cl)c1,2.5,8.3,0.5,-13.6,-0.2,2.5,9.5,-2.0
CC(=O)OCC1OC(n2ccc(=O)[nH]c2=O)C(O)C1O (stereo not given),0.5,-7.0,-8.3,·,·,·,-4.2,·

# Some values from the results shown.
# FN deposition inh with CC(C)NC(=O)Nc1cccc(Cl)c1 stands at 8.3
# EWS-Fli inh with O=c1c2cc(F)ccc2[nH]c(=S)n1Cc1ccc(F)cc1 stands at 7.6
# esBAF inh with Cc1ccc(-n2nc3c(c2NC(=O)c2cccs2)CS(=O)(=O)C3)cc1 stands at -1.1

# Compounds were not picked by outcome; 3% or so of the library scored in one or more.
